Bioassay records from PubChem BioAssay.
PABP1 MLLE inh: inhibitors of microRNA-mediated deadenylation, human PABP1 MLLE binding; GST-MLLE / FITC-PAM2 fluorescence polarization; inhibition, % at 20 µM; 0.36% of 360,000 active; P11940; in the data active = inhibition above about 35%, passing the limit was not always enough;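 also: plate controls were DMSO wells with GST-MLLE for no effect and wells lacking GST-MLLE protein for full effect; some results filed as inactive read as strong as hits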
CSN inh: inhibitors of human CSN-mediated cullin deneddylation; Purified CSN, SCF-Nedd8-OG deneddylation, fluorescence polarization; inhibition, % at 12.5 µM; 0.38% of 360,000 active; AID 651999;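 active = pattern-corrected inhibition above about 35%, with an unprinted fluorescence ratio check between 0.5 and 1.5, limit read from the data, passing the limit was not always enough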;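 also: 0% = enzyme with substrate and 100% = substrate without enzyme; some results filed as inactive read as strong as hits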
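Detection – fluorescence polarization · System – HEK293T-derived human Csn5 enzyme · Controls – substrate-only high control, full reaction low control · Timing – 90 min, room temperature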
bovine MsrA act: activators of bovine methionine sulfoxide reductase A; 0.3% of 360,000 active; activation, % at 10.6 µM; purified bovine MsrA, absorbance read-out; in the data active = activation above about 7.5%;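 also: 0% = vehicle and 100% = reference activator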
Tb MetRS inh: Trypanosoma brucei MetRS inhibition | purified T. brucei MetRS, ATP depletion, Kinase-Glo luminescence | inhibition, % at 11.9 µM | 0.4% of 360,000 active | AID 624268;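 active = inhibition above a per-plate cutoff of the control wells' mean inhibition plus 3 SD, cut at about 5.5% in these data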;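 also: 0% = DMSO wells median and 100% = median of wells with control inhibitor compound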
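Assay system: T. brucei methionyl-tRNA synthetase, purified | Medium: HEPES buffer with MgCl2, KCl, DTT, spermine, BSA, pyrophosphatase | Compound: 11.9 µM single point | Incubation: 15 min enzyme-compound preincubation, 2 h reaction, 10 min detection, 25 °C | Measured by: Kinase-Glo luciferase luminescence reporting remaining unconsumed ATP | Measure: % inhibition normalized to control-well medians | Replication: Singlicate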
Neddyl block: blocks human cullin neddylation; P61081+Q13564; TR-FRET cullin neddylation, biochemical; calls only at 25 µM; 0.58% of 360,000 active; in the data active = inhibition above about 36%
FAS-TE inh: blocks the thioesterase domain of human fatty acid synthase; recombinant FAS-TE, OMFH fluorogenic substrate, fluorescence endpoint; inhibition, % at 15 µM; P49327; 0.67% of 360,000 active;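 active = compounds whose normalised, plate-corrected inhibition of enzyme fluorescence in the single-dose primary screen is 50% or more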;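 also: 0% = DMSO with enzyme and 100% = substrate without enzyme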
Rin1-Abl PPI inh: inhibitors of human Rin1-Abl protein interaction; P00519+Q13671; 0.4% of 360,000 active; inhibition, % at 7.35 µM; TR-FRET Rin1/Abl binding, biochemical; in the data active = inhibition above about 5%, passing the limit was not always enough
eLon inh: inhibits E. coli Lon protease. P0A9M0. purified E. coli Lon protease, fluorescence polarization. inhibition, % at 7.94 µM. 0.42% of 360,000 active. AID 602123; in the data active = inhibition above about 13%, passing the limit was not always enough;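 also: 0% = enzyme with probe and DMSO and 100% = no enzyme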
Target sequence (P0A9M0 whole entry, looked up): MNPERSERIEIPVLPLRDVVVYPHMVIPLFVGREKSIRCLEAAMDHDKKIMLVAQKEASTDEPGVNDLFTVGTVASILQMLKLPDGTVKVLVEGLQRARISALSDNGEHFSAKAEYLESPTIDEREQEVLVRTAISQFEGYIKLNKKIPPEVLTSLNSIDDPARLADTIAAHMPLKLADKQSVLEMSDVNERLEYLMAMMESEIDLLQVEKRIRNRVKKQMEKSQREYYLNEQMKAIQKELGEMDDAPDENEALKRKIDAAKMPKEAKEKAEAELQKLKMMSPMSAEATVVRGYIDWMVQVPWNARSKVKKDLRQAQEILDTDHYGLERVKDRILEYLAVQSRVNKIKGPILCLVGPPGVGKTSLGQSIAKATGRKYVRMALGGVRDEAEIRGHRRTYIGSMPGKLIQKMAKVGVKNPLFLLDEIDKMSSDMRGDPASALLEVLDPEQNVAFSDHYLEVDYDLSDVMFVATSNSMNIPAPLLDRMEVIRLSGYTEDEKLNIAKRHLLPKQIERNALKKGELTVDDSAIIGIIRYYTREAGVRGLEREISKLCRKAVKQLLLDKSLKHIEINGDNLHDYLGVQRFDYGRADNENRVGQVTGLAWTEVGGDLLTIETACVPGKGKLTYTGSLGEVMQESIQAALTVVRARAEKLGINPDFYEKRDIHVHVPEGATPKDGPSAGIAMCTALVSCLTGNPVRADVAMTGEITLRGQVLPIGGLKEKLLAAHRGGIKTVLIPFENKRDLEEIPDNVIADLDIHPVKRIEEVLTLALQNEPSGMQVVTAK
MsrA inh: bovine MsrA inhibition. purified bovine MsrA, absorbance read-out. inhibition, % at 15.5 µM. 0.75% of 360,000 active; in the data active = inhibition above about 4.5%;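 also: 0% = vehicle wells with enzyme and 100% = reference inhibitor wells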
Starred values were filed as active, the others as inactive; i = inactive; . = no result given. This is a random part of the collection; 4% or so of the library scored in one or more.

Keys – A = PABP1 MLLE inh; B = CSN inh; C = bovine MsrA act; D = Tb MetRS inh; E = Neddyl block; F = FAS-TE inh; G = Rin1-Abl PPI inh; H = eLon inh; I = MsrA inh
#1 COc1cc2sc3ccc(C#Cc4ccccn4)cc3c(=O)c2cc1OC
  A: -75; B: 54*; C: -3; D: 0.0; E: i; F: 1; G: 0; H: -11; I: -0.3
#2 O=C(CCl)NNC(=O)c1c(O)c2ccccc2[nH]c1=O
  A: -8; B: -1; C: -1; D: 0.0; E: i; F: -3; G: 2; H: -4; I: 0.6
#3 CC(=O)Nc1c(C(=O)O)ccc(C)c1OCc1ccccc1
  A: -9; B: -2; C: -1; D: 0.0; E: i; F: -6; G: -2; H: 2; I: -0.1
#4 CCN(C(=O)COC(=O)c1cc(-c2cccc3ccccc23)nc2ccccc12)C1CCS(=O)(=O)C1 (stereo not drawn)
  A: 0; B: -12; C: -6; D: -0.6; E: i; F: 60*; G: -31; H: 40*; I: 1.9
#5 Cc1nsc(Nc2ccc([N+](=O)[O-])cc2)c1C#N
  A: -8; B: -2; C: 2; D: -0.5; E: i; F: -3; G: -3; H: -4; I: 0.3
#6 O=C(NCc1ccc(F)cc1F)[C@@H]1CCCN1C(=O)[C@@H]1CCCN1C(=O)c1cccc2ccccc12
  A: .; B: -1; C: -10; D: -2.1; E: i; F: -8; G: .; H: 3; I: 0.6
#7 CC(C)n1nnnc1SCC(=O)N1CCN(Cc2ccc3c(c2)OCCO3)CC1
  A: 1; B: 2; C: -1; D: -0.3; E: i; F: -9; G: 0; H: -1; I: 0.4
#8 Cc1nc(C(F)(F)F)ccc1C(=O)NCC(O)c1ccccc1 (stereo not drawn)
  A: 2; B: -1; C: -2; D: 0.3; E: i; F: -2; G: -2; H: -1; I: 0.5
#9 Cc1ccc(N2C(=O)c3n[nH]c(C)c3C2c2cccnc2)cc1 (stereo not drawn)
  A: 3; B: 1; C: 1; D: 0.5; E: i; F: -11; G: 2; H: -4; I: 1.3
#10 Cc1ccc(CNC(=O)C(=O)NCCC2CCCCN2S(=O)(=O)c2ccccc2)cc1 (stereo not drawn)
  A: -3; B: 0; C: 0; D: -0.3; E: i; F: 20; G: 0; H: 8; I: 0.5
#11 Cc1cccc(NC(=O)c2ccc(S(=O)(=O)N(C)c3ccccc3)cc2)n1
  A: 1; B: 3; C: -3; D: 0.3; E: i; F: 16; G: 2; H: -2; I: 1.8
#12 Cc1cc(C(=O)COC(=O)C2COc3ccccc3O2)c(C)n1CC1CCCO1 (stereo not drawn)
  A: 1; B: 4; C: -3; D: -0.6; E: i; F: 3; G: 0; H: -7; I: -0.1
#13 CC(C)CC(NC(=O)C1CCC(C)CC1)C(=O)N1CCN(c2ccccn2)CC1 (stereo not drawn)
  A: 6; B: -4; C: -3; D: 0.6; E: i; F: 1; G: -2; H: -5; I: 1.1
#14 COc1ccc(/C=N/NC(=O)Nc2cccc3nsnc23)cc1
  A: 7; B: 2; C: -2; D: 0.6; E: .; F: -12; G: 1; H: -19; I: -0.1
#15 CN(C)S(=O)(=O)c1ccc(NC(=O)CSc2n[nH]c(=O)n2C2CC2)cc1
  A: -14; B: 5; C: -3; D: -0.1; E: i; F: -10; G: 5; H: 5; I: -0.1
#16 O=C(OCc1ccccc1)c1ccc(NCc2cc(O)ccc2O)cc1
  A: 10; B: 5; C: -3; D: 0.3; E: i; F: 14; G: 2; H: -2; I: -0.1
#17 COC(=O)[C@]12CCCCC=C1N(CCc1ccc(OC)c(OC)c1)C(=O)[C@H](CC(=O)NCc1ccc(OC)c(OC)c1)C2
  A: .; B: -2; C: .; D: 0.0; E: i; F: .; G: .; H: .; I: -0.7
#18 COc1ccc(CNC(=O)O[C@H]2CN(C(=O)OC(C)C)N(C(=O)OC(C)C)[C@@H]3CN(S(=O)(=O)c4ccc(C)cc4)C[C@]23O)cc1OC
  A: 6; B: -7; C: -4; D: 0.1; E: i; F: -4; G: -1; H: -7; I: 2.1
#19 Cc1ccc(SCC(=O)OCC(=O)NCc2ccco2)cc1
  A: 16; B: 0; C: -12; D: -0.4; E: i; F: -8; G: 2; H: -2; I: 1.0
#20 CC(=O)/C(C(=N)N1CCN(C(c2ccccc2)c2ccccc2)CC1)=C(\C)O
  A: 5; B: -1; C: 1; D: -0.8; E: i; F: -8; G: -2; H: 0; I: 0.6
#21 CCc1cc(C(c2cccc(OC)c2)N2CCOCC2)c(NC(=O)c2ccccc2)s1 (stereo not drawn)
  A: -3; B: 5; C: 2; D: -0.2; E: .; F: 13; G: -2; H: -1; I: 0.6
#22 CN1C=CC=C/C1=C1\SC(=S)N(Cc2ccccc2)C1=O
  A: 18; B: -4; C: -10; D: -0.9; E: i; F: 11; G: -6; H: -15; I: 0.8
#23 NC(=O)C1CCN(C2=C(NS(=O)(=O)c3ccc(Cl)cc3)C(=O)c3ccccc3C2=O)CC1
  A: 1; B: 4; C: -1; D: 0.0; E: i; F: 1; G: -4; H: -2; I: -0.4
#24 COc1ccc(Cn2cc(CN3CC(N4CCN(C5CCN(C)CC5)CC4)CS3(=O)=O)nn2)cc1 (stereo not drawn)
  A: .; B: -3; C: -3; D: -0.1; E: i; F: -15; G: .; H: -8; I: -1.0
#25 CC(=O)Nc1ccc(Nc2nc(C)c([N+](=O)[O-])c(N(C)c3ccccc3)n2)cc1
  A: -8; B: -2; C: -9; D: -0.3; E: i; F: 15; G: -1; H: 6; I: -0.3
#26 O=C(N/N=C/c1ccc(C(F)(F)F)cc1)c1ccncc1
  A: -6; B: -4; C: -3; D: -0.4; E: i; F: -1; G: 3; H: -4; I: 0.6
#27 O=C(CN(Cc1cccs1)C(=O)CNS(=O)(=O)c1ccccc1)NC1CCCC1
  A: 1; B: -6; C: -1; D: 1.2; E: i; F: -5; G: -5; H: 6; I: 1.2
#28 CCCc1cc(=O)[nH]c(-n2[nH]c3c(c2=O)CCCC3)n1
  A: -9; B: -3; C: -4; D: -0.1; E: i; F: -7; G: -1; H: -22; I: 0.1

Complete entries, quoted from the list. Order of screens: PABP1 MLLE inh | CSN inh | bovine MsrA act | Tb MetRS inh | Neddyl block | FAS-TE inh | Rin1-Abl PPI inh | eLon inh | MsrA inh
`COC(=O)[C@]12CCCCC=C1N(CCc1ccc(OC)c(OC)c1)C(=O)[C@H](CC(=O)NCc1ccc(OC)c(OC)c1)C2` reads . | -2 | . | 0.0 | i | . | . | . | -0.7
`CC(=O)Nc1ccc(Nc2nc(C)c([N+](=O)[O-])c(N(C)c3ccccc3)n2)cc1` reads -8 | -2 | -9 | -0.3 | i | 15 | -1 | 6 | -0.3

From compound 21 up to 28, as listed above:
Keys – A = PABP1 MLLE inh; B = CSN inh; C = bovine MsrA act; D = Tb MetRS inh; E = Neddyl block; F = FAS-TE inh; G = Rin1-Abl PPI inh; H = eLon inh; I = MsrA inh
#21 CCc1cc(C(c2cccc(OC)c2)N2CCOCC2)c(NC(=O)c2ccccc2)s1 (stereo not drawn)
  A: -3; B: 5; C: 2; D: -0.2; E: .; F: 13; G: -2; H: -1; I: 0.6
#22 CN1C=CC=C/C1=C1\SC(=S)N(Cc2ccccc2)C1=O
  A: 18; B: -4; C: -10; D: -0.9; E: i; F: 11; G: -6; H: -15; I: 0.8
#23 NC(=O)C1CCN(C2=C(NS(=O)(=O)c3ccc(Cl)cc3)C(=O)c3ccccc3C2=O)CC1
  A: 1; B: 4; C: -1; D: 0.0; E: i; F: 1; G: -4; H: -2; I: -0.4
#24 COc1ccc(Cn2cc(CN3CC(N4CCN(C5CCN(C)CC5)CC4)CS3(=O)=O)nn2)cc1 (stereo not drawn)
  A: .; B: -3; C: -3; D: -0.1; E: i; F: -15; G: .; H: -8; I: -1.0
#25 CC(=O)Nc1ccc(Nc2nc(C)c([N+](=O)[O-])c(N(C)c3ccccc3)n2)cc1
  A: -8; B: -2; C: -9; D: -0.3; E: i; F: 15; G: -1; H: 6; I: -0.3
#26 O=C(N/N=C/c1ccc(C(F)(F)F)cc1)c1ccncc1
  A: -6; B: -4; C: -3; D: -0.4; E: i; F: -1; G: 3; H: -4; I: 0.6
#27 O=C(CN(Cc1cccs1)C(=O)CNS(=O)(=O)c1ccccc1)NC1CCCC1
  A: 1; B: -6; C: -1; D: 1.2; E: i; F: -5; G: -5; H: 6; I: 1.2
#28 CCCc1cc(=O)[nH]c(-n2[nH]c3c(c2=O)CCCC3)n1
  A: -9; B: -3; C: -4; D: -0.1; E: i; F: -7; G: -1; H: -22; I: 0.1
